M. tuberculosis: growth inhibition of non-replicating M. tuberculosis (AID 488890). Mycobacterium tuberculosis non-replicating, growth inhibition; higher % means a stronger effect. inhibition, % at 25 µM, or IC50 in µM where a hit was titrated. 320,000 compounds, 0.39% hits; in the data active = a potency from the dose series; inconclusive = inhibition mostly from about 82% at the one dose, without a potency; inactive = the rest, 99 in 100 with inhibition below about 76%;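 note: plate controls were DMSO cells for no effect and high antibiotic wells for full effect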
VEEV TC-83 Vero: inhibitors of VEEV TC-83 cytopathic effect, confirmation, Vero cells (AID 588727); 350,000 compounds, 0.13% hits; Vero cells, VEEV TC-83 cytopathic effect inhibition; higher % means a stronger effect; inhibition, % at 20 µM, or IC50 in µM where a hit was titrated; in the data active = a potency from the dose series; inconclusive = inhibition mostly from about 14% at the one dose, without a potency; inactive = the rest, 99 in 100 with inhibition below about 12%; note: strong numbers were not always called active
Salmonella PhoP GFP: PhoP regulon inhibitors, Salmonella typhi PhoP promoter GFP reporter, confirmatory (AID 1850); Salmonella Typhi PhoP-promoter GFP reporter, fluorescence, 4 h; higher % means a stronger effect; one-dose inhibition, % at 50 µM; IC50 in µM for titrated hits; 310,000 compounds, 0.33% hits; in the data active = a potency from the dose series; inconclusive = inhibition mostly from about 25% at the one dose, without a potency; inactive = the rest, 99 in 100 with inhibition below about 19%;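 note: 0% = induced wells with vehicle and 100% = uninduced wells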
H37Rv inhibition: M. tuberculosis growth inhibition, HTS (AID 449762) | M. tuberculosis H37Rv growth inhibition, 7H9 media; higher % means a stronger effect | one-dose inhibition, % at 25 µM; IC50 in µM for titrated hits | 330,000 compounds, 0.59% hits; in the data active = a potency from the dose series; inconclusive = inhibition above about 70% without an active follow-up result;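 note: bacterial growth assessed after seven days of incubation; strong numbers were not always called active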
H1N1 NS1A inhibition: H1N1 influenza NS1A inhibitors, functional cell based assay (AID 504329); NS1A functional cell-based assay, percent inhibition; higher % means a stronger effect; inhibition, % at 12.5 µM, or IC50 in µM where a hit was titrated; 340,000 compounds, 0.3% hits; in the data active = a potency from the dose series; inconclusive = inhibition above about 27% without an active follow-up result; note: strong numbers were not always called active
VEEV TC-83 Vero 10K pilot screen: further read-out of VEEV TC-83 Vero, marked with its call; inhibition, %; measured here: 10K pilot screen inhibition
* marks the source's active call; other numbers are inactive results; i = inactive; ? = inconclusive; . = no result given.

SMILES	M. tuberculosis	VEEV TC-83 Vero	Salmonella PhoP GFP	H37Rv inhibition	H1N1 NS1A inhibition	others
O=C(N/N=C/c1ccc(-c2ccccc2[N+](=O)[O-])o1)c1cncc(Br)c1	.	1.6%	-5%	8%	-6%
COC(=O)c1ccc(C(C(=O)NC2CCCCC2)N(Cc2ccc(F)cc2)C(=O)Cc2cccs2)cc1 (stereo not drawn)	-12%	0.1%	0%	8%	5%
CC(C)CNC(=O)c1cc([N+](=O)[O-])ccc1N1CCCCC1	9%	0.2%	-3%	-2%	6%
CCCOc1cccc(C2C(C(=O)c3cc4ccccc4o3)=C(O)C(=O)N2c2cc(C)on2)c1 (stereo not drawn)	26%	0.6%	-1%	6%	-1%
COc1ccc(CNC(=O)C2CCC(CNC(=O)[C@@H]3Cc4ccccc4CN3)CC2)cc1 (stereo partly drawn)	-7%	i	-5%	-1%	-16%
O=C(Oc1ccc(F)cc1C(=O)/C=C/c1cccs1)c1cccc([N+](=O)[O-])c1	58%	11%	-10%	3%	4%
CCCN(CCC)CC(O)Cn1c2ccccc2c2ccccc21 (stereo not drawn)	16%	1.4%	2%	-1%	-11%
CN(CC(=O)Nc1ccc(F)cc1)C(=O)c1cc(-c2cccs2)nn1-c1ccccc1	.	8.9%	.	.	-2%
CN(C1CCS(=O)(=O)C1)S(=O)(=O)c1cccs1 (stereo not drawn)	-6%	0.1%	3%	0%	-9%
Cc1c(C(=O)O)nnn1-c1nonc1N	-3%	i	-2%	-5%	9%
COc1ccc(NS(=O)(=O)c2ccc(C)c(C(=O)OC(C)C(=O)N3CCOCC3)c2)cc1 (stereo not drawn)	4%	1.9%	1%	2%	-4%
COc1nn(C(C)C(=O)N2N=C(C(F)F)CC2(O)C(F)F)cc1[N+](=O)[O-] (stereo not drawn)	-1%	i	4%	-6%	-12%
NS(=O)(=O)c1ccc(CCNC(=O)COC(=O)CN2C(=O)C3CCCCC3C2=O)cc1 (stereo not drawn)	-11%	2.1%	-2%	-7%	-9%
Cc1ccccc1C(=O)N/N=C/c1ccsc1C	18%	0.8%	-3%	-4%	-8%
COCCNc1nc2ccccc2n2cnnc12	-21%	i	1%	-6%	-2%
COc1ccc(-n2nc3c(c2NC(=O)c2c(-c4ccccc4Cl)noc2C)CS(=O)(=O)C3)cc1	.	0.9%	-6%	.	-2%
O=C(C/C=N\OCc1ccc([N+](=O)[O-])cc1)Nc1ccc(Cl)cc1	5.3µM*	1.7%	4%	?	1%
C=CCOC(=O)C1=C(C)NC(SCC(N)=O)=C(C#N)C1c1ccc(C)cc1 (stereo not drawn)	14%	1.9%	5%	7%	1%
CCSc1nc(C)c(C(C)=O)cc1C#N	13%	0.9%	-5%	-2%	-4%
Cc1onc(-c2ccccc2Cl)c1C(=O)N1CCN(c2ncccn2)CC1	7%	2.7%	5%	9%	-2%
Cc1cc([N+](=O)[O-])c2ccccc2[n+]1[O-]	?	13%	-1%	5.8µM*	0%
CCOc1ccc(C2CC(=O)NC(SC)=C2C#N)cc1 (stereo not drawn)	-4%	0.9%	.	-6%	1%
CC(CC(=O)c1ccc(F)cc1)N1CCN(c2ccccc2)CC1 (stereo not drawn)	.	2.0%	.	.	-14%
CCOC(=O)c1c(C)c(C(=O)NC(C)COC)c(C)n1C (stereo not drawn)	-2%	0.8%	-4%	-1%	5%
Cc1nc2ncnn2c(C)c1CCC(=O)Nc1csc(N)n1	-4%	2.5%	0%	0%	-8%	VEEV TC-83 Vero 10K pilot screen=2.4

6 entries out of the list, ordered by formula weight, lowest first.
SMILES	M. tuberculosis	VEEV TC-83 Vero	Salmonella PhoP GFP	H37Rv inhibition	H1N1 NS1A inhibition	others
CCOc1ccc(C2CC(=O)NC(SC)=C2C#N)cc1 (stereo not drawn)	-4%	0.9%	.	-6%	1%
CCOC(=O)c1c(C)c(C(=O)NC(C)COC)c(C)n1C (stereo not drawn)	-2%	0.8%	-4%	-1%	5%
CC(C)CNC(=O)c1cc([N+](=O)[O-])ccc1N1CCCCC1	9%	0.2%	-3%	-2%	6%
Cc1nc2ncnn2c(C)c1CCC(=O)Nc1csc(N)n1	-4%	2.5%	0%	0%	-8%	VEEV TC-83 Vero 10K pilot screen=2.4
CCCOc1cccc(C2C(C(=O)c3cc4ccccc4o3)=C(O)C(=O)N2c2cc(C)on2)c1 (stereo not drawn)	26%	0.6%	-1%	6%	-1%
COc1ccc(NS(=O)(=O)c2ccc(C)c(C(=O)OC(C)C(=O)N3CCOCC3)c2)cc1 (stereo not drawn)	4%	1.9%	1%	2%	-4%

New compounds follow.
SMILES	M. tuberculosis	VEEV TC-83 Vero	Salmonella PhoP GFP	H37Rv inhibition	H1N1 NS1A inhibition	others
CN(C)c1cc(-c2ccc(Cl)cc2Cl)oc(=O)c1Cl	6%	4.3%	-4%	5%	5%
CN1c2ccccc2C2(C)CCCC3=Cc4cc([N+](=O)[O-])cc([N+](=O)[O-])c4OC312 (stereo not drawn)	-9%	1.1%	4%	-1%	6%
COc1ccc(S(=O)(=O)N2CCCC2CNC(=O)C(=O)NC2CC2)cc1 (stereo not drawn)	4%	2.4%	0%	-6%	-6%
CC(C)(C)NC(=O)Cn1c(Cl)nc2ccccc21	-8%	0.9%	-10%	-3%	-1%
CC(=O)Nc1cc2c(ccc3ccccc32)oc1=O	8%	1.3%	-5%	3%	.
CCN(CC(=O)Nc1ccccc1C(F)(F)F)C(=O)CCOc1ccc(C)cc1	-4%	2.1%	-4%	1%	-11%
COc1nc(N2CCCCCC2)nc(N2CCCCCC2)n1	18%	0.6%	7%	7%	-1%
Nc1ccc2c(=O)[nH][nH]c(=O)c2c1	.	3.1%	.	.	-7%
CC(C)c1ccc(/C=N/NC(=O)CC(=O)NC2CCCCC2)cc1	1%	1.5%	-4%	-5%	2%
O=[N+]([O-])c1cccc(Oc2cnccn2)c1	1%	i	5%	-2%	0%
Cc1cccc(NC(=O)NC(C)C(c2ccccc2)N2CCN(C)CC2)c1 (stereo not drawn)	0%	i	4%	-3%	-1%
CCn1c(N2CCN(C(=S)NC)CC2)nc2ccccc21	.	1.2%	-8%	-7%	1%
Fc1ccc(NC(=S)N2CCCC2)cc1	-6%	4.5%	1%	-3%	-2%
C=CCN(Cc1nc(-c2ccc(OC)cc2)no1)C(=O)c1ccc2c(c1)OCO2	16%	3.2%	7%	1%	6%
CCN1C(=O)[C@H]2[C@@H](c3ccc(-c4ccc(F)cc4)c(OC)c3)N3CCCC[C@@]3(C(=O)OC)[C@H]2C1=O	4%	1.6%	.	2%	-11%
Cc1ccc(S(=O)(=O)NNC(=O)C2CC=CCC2C(=O)O)cc1 (stereo not drawn)	-3%	0.4%	-13%	-5%	5%
COC(=O)C1=C(C)N(Cc2ccccc2)C(=O)N[C@H]1CCc1ccccc1	-3%	0.7%	-4%	1%	-5%	VEEV TC-83 Vero 10K pilot screen=0.2
Cc1ccc(NS(=O)(=O)c2ccc(CCC(=O)NCCCOC(C)C)cc2)cc1	4%	0.6%	-5%	-3%	-2%
C=CCn1c(C(C)NC(=O)c2ccccc2C)n[nH]c1=S (stereo not drawn)	-5%	0.0%	-9%	-7%	-9%
O=C1N(Cc2cccnc2)C[C@@H]2C[C@@H](c3ccc4nsnc4c3)N3CCC[C@@]123	-1%	1.6%	-6%	-4%	-5%
CCOC(=O)N1CCN(C(=O)Cc2ccccc2OC)CC1	20%	i	-4%	6%	-4%
Cc1ccccc1-n1nc2c(c1NC(=O)c1ccc(S(=O)(=O)N(C)C)cc1)CSC2	-1%	0.3%	-3%	1%	5%
CC(=O)Nc1cccc(/C(C)=N/NC(=O)c2ccc(CN3CCOCC3)cc2)c1	0%	i	8%	-4%	-8%
COc1ccc(CN2CCC(=O)N([C@H](CO)c3ccccc3)CC2)cc1	2%	0.4%	-37%	0%	7%
Fc1ccccc1-c1csc(=Nc2cccnc2)n1CCCn1ccnc1	70%	10%	0%	20%	0%

Next part:
SMILES	M. tuberculosis	VEEV TC-83 Vero	Salmonella PhoP GFP	H37Rv inhibition	H1N1 NS1A inhibition	others
O=C(CC1NC(=O)NC1=O)NC1(C(=O)NC2CCCCC2)CCCCC1 (stereo not drawn)	2%	i	4%	5%	5%
CC(N=Cc1ccccc1O)c1ccccc1 (stereo not drawn)	-19%	i	-11%	-9%	22%
Cc1cccc(C(=O)Nc2ccc(C(=O)/C=C/c3cccs3)cc2)c1	44%	5.7%	2%	26%	7%
Cc1cc2c(c(=O)n1CC1CCCO1)C(c1ccc3c(c1)OCO3)C(C#N)=C(N)O2 (stereo not drawn)	2%	3.2%	2%	-6%	2%
Cc1noc(/C=C/c2ccco2)c1S(=O)(=O)N1CCC(C(=O)N(C)Cc2ccccc2)CC1	33%	2.6%	2%	-25%	6%
CN(c1ccccc1C(=O)Nc1ccc(CC#N)cc1)S(=O)(=O)c1ccccc1	-1%	0.7%	-7%	-3%	-4%
Clc1ccc(OCCCn2cncn2)cc1Cl	29%	i	-7%	-4%	3%
CC1CCN(S(=O)(=O)c2ccc(C(=O)NCc3ccc4c(c3)OCO4)cc2)CC1	11%	i	7%	-4%	5%
COC(=O)c1ccc(C)c(NC(=O)CCn2[nH]c(=O)ccc2=O)c1	-12%	i	.	0%	-19%
COCCCNC(=S)N1CCCC(c2nc3cc(C)c(C)cc3[nH]2)C1 (stereo not drawn)	15%	i	-2%	2%	-4%
CC(=O)N1CCN(S(=O)(=O)c2cccc(C(=O)OCC(=O)N3CC(=O)Nc4ccccc43)c2)CC1	2%	0.6%	-5%	5%	-6%
CC(C)c1ccc(CCNC(=O)c2ccc([N+](=O)[O-])cc2)cc1	75%	0.6%	2%	21%	12%
O=C(Cn1nc(C(=O)O)c2ccccc2c1=O)NCC1CCCO1 (stereo not drawn)	5%	9.2%	-6%	2%	6%
Cc1cccc(/C=N/Nc2cc(N3CCOCC3)nc(N3CCOCC3)n2)c1	3%	13%	-7%	1%	4%
Clc1ccc(/C=N/c2c(-c3ccco3)nc3ccccn23)cc1	-6%	0.1%	5%	1%	12%
COc1ccc(CN2C(=O)CS(=O)CC2=O)cc1OC	6%	2.5%	-2%	-4%	4%

5 compounds picked at random from those above, as already listed:
SMILES	M. tuberculosis	VEEV TC-83 Vero	Salmonella PhoP GFP	H37Rv inhibition	H1N1 NS1A inhibition	others
Fc1ccc(NC(=S)N2CCCC2)cc1	-6%	4.5%	1%	-3%	-2%
Cc1nc2ncnn2c(C)c1CCC(=O)Nc1csc(N)n1	-4%	2.5%	0%	0%	-8%	VEEV TC-83 Vero 10K pilot screen=2.4
Cc1ccc(NS(=O)(=O)c2ccc(CCC(=O)NCCCOC(C)C)cc2)cc1	4%	0.6%	-5%	-3%	-2%
CC1CCN(S(=O)(=O)c2ccc(C(=O)NCc3ccc4c(c3)OCO4)cc2)CC1	11%	i	7%	-4%	5%
Cc1onc(-c2ccccc2Cl)c1C(=O)N1CCN(c2ncccn2)CC1	7%	2.7%	5%	9%	-2%

Bioassay records (PubChem BioAssay)
